RT RNaseH block = inhibitors of HIV-1 reverse transcriptase RNase H; P04585; RT-RNase H RNA/DNA duplex cleavage, fluorescence; inhibition, % at 10 µM; 1.9% of 65,000 active; in the data active means inhibition above about 50%
RmlC RmlD mix = inhibitors of RmlC and RmlD coupled enzymes; RmlC/RmlD coupled enzyme inhibition, 384-well mixture HTS; 0.39% of 110,000 active; AID 1532; inhibition, % at 5.5 µM; in the data active means inhibition above about 30%, passing the limit was not always enough; further: strong numbers were not always called active
An asterisk follows results filed as active; . = not tested or not shown. Not all compounds are listed. The share of hits here may be higher or lower than overall.

nr	smiles	RT RNaseH block	RmlC RmlD mix
1	COc1ccc(-c2nc3ccccc3c(=O)o2)cc1OC	.	-12
2	COC(=O)C1C2C=CC3(CN(C(C)C)C(=O)C13)O2 (centres undefined)	0	-14
3	CC(C)Oc1ccc(C(=O)N/N=C/c2ccc(-c3ccc(S(=O)(=O)Nc4ncccn4)cc3)o2)cc1	.	2
4	Cc1ccc2[nH]c3nc(SCCN4CCOCC4)nnc3c2c1	-19	8
5	COc1ccc(NC(=O)CCS(=O)(=O)c2ccc3c(c2)CCCN3C(C)=O)cc1	-16	2
6	Cc1ccccc1C(=O)N=c1sccn1C	.	15
7	N/C(=N\OC(=O)c1ccccc1[N+](=O)[O-])c1cccnc1	.	0
8	Cn1c(CCCOc2ccc(Cl)cc2Cl)nnc1SCC(=O)Nc1nccs1	-8	-6
9	CN1CCN(CCC(=O)Nc2ccccc2Cl)CC1	-14	-14
10	COc1ccc(/C=N/NC(=O)CC(=O)NCCc2ccccc2)cc1OC	.	20
11	COc1ccc(OCC(=O)NCCCN2CCOCC2)cc1	.	5
12	Cc1ccc(C(=O)CSc2nc3cccnc3n2C)cc1	-8	-13
13	O=C(NCCc1c[nH]c2ccccc12)C(F)(F)C(F)F	15	14
14	O=c1cc(N2CCOCC2)[nH]c(=O)n1C1CCCCC1	-26	-4
15	CC1=NN(C(=O)c2cccc(Cn3nc(C)c([N+](=O)[O-])c3C)c2)C(O)(C(F)(F)F)C1 (centres undefined)	.	-23
16	CCOC(=O)c1c(C)sc2c1N(C(C)=O)c1cc(Cl)ccc1S2	.	-8
17	O=C(CC1CCCC1)Nc1nc2ccccc2[nH]1	-5	-9
18	CC(C)Cn1cnc2c(N)nc3ccccc3c21	-5	.
19	CC#CCCCC(=O)Nc1ccc(C(=O)O)cc1	-6	4
20	c1ccc(OCCSc2nnnn2-c2ccccc2)cc1	-97	-5

Random excerpt: 7 compounds from above.
nr	smiles	RT RNaseH block	RmlC RmlD mix
10	COc1ccc(/C=N/NC(=O)CC(=O)NCCc2ccccc2)cc1OC	.	20
20	c1ccc(OCCSc2nnnn2-c2ccccc2)cc1	-97	-5
18	CC(C)Cn1cnc2c(N)nc3ccccc3c21	-5	.
6	Cc1ccccc1C(=O)N=c1sccn1C	.	15
2	COC(=O)C1C2C=CC3(CN(C(C)C)C(=O)C13)O2 (centres undefined)	0	-14
19	CC#CCCCC(=O)Nc1ccc(C(=O)O)cc1	-6	4
13	O=C(NCCc1c[nH]c2ccccc12)C(F)(F)C(F)F	15	14

Next section
nr	smiles	RT RNaseH block	RmlC RmlD mix
21	O=C(c1cccc(C(F)(F)F)c1)N1CCCCCC1	-5	11
22	OCc1cn(-c2ccccc2)nc1-c1ccc(-c2nn(-c3ccccc3)cc2CO)cc1	-2	-6
23	COC(=O)c1[nH]c2cccc(OC)c2c1NC(=O)CN(C)CC1OCCO1	.	7
24	CCSc1ccc2nnc(-c3cccc(F)c3)n2n1	34	12
25	Cc1ccc2nc(NCCCN3CCOCC3)c(C=NCCCN3CCOCC3)c(=O)n2c1	-8	1
26	O=C1N(CN2CCN(c3cccc(Cl)c3)CC2)c2ccccc2C12OCCCO2	7	24
27	O=C(Nc1ccc(Cl)c(Cl)c1)Nc1cc(C(=O)N2CCOCC2)ccc1N1CCCCC1	14	.
28	CCOC(=O)N1CCN(c2c(NCCCN(CC)c3cccc(C)c3)c(=O)c2=O)CC1	-3	-5
29	COC(=O)c1cc(NC(=O)CN(c2ccc(OC)cc2)S(=O)(=O)c2ccc(F)cc2)ccc1Cl	.	-8
30	Cc1nc(=O)c(-c2ccccc2)c(C)n1CCCO	-5	.
31	Cn1c(=O)cc(SCC(=O)Nc2ccc3c(c2)OCO3)c2ccccc21	-12	10
32	N=c1c2c3c(sc2nc2n1CCC2)CCCC3	-13	-25
33	Nc1nc(N2CCCCC2)nc(N2CCCCC2)n1	.	12
34	CCC(C)[C@H](NC(=O)NCc1ccccc1Cl)C(=O)OC (some centres undefined)	-4	17
35	CC1(C)CC(=O)C2=C(C1)OC(N)=C(C#N)C21CCC2(CC1)OCCO2	-1	-8
36	O=C(CCCOc1ccccc1)NCC1CCCO1 (centres undefined)	-4	10
37	COC(=O)Nc1ccc(S(=O)(=O)N2CCCC(C(=O)Nc3cccc4c3OCCO4)C2)cc1 (centres undefined)	0	15
38	O=c1[nH]c2ccccc2c(=O)n1CCCO	.	-246
39	O=C(CSc1nnnn1-c1ccccc1)c1cc2ccccc2oc1=O	28	-6
40	Cc1ccc([N+](=O)[O-])cc1-c1ccc2cccc(C)c2n1	.	-4

Compound profiles (already shown).
`O=C1N(CN2CCN(c3cccc(Cl)c3)CC2)c2ccccc2C12OCCCO2` as listed: RT RNaseH block: 7; RmlC RmlD mix: 24
`O=C(c1cccc(C(F)(F)F)c1)N1CCCCCC1` as listed: RT RNaseH block: -5; RmlC RmlD mix: 11
`OCc1cn(-c2ccccc2)nc1-c1ccc(-c2nn(-c3ccccc3)cc2CO)cc1` as listed: RT RNaseH block: -2; RmlC RmlD mix: -6

The list continues.
nr	smiles	RT RNaseH block	RmlC RmlD mix
41	Cc1ccc(C(=O)CC2(O)C(=O)N(C)c3ccc(Br)cc32)c(C)c1 (centres undefined)	-2	-8
42	Oc1ccc(CNC2CCCCC2)cc1	-8	1
43	COc1ccc(Cc2nnc(SCC(=O)NC(C)c3ccccc3)o2)cc1 (centres undefined)	-30	-16
44	CCCCC(CCC(=O)Nc1ccccc1C(=O)OCC)C(=O)O (centres undefined)	-29	-1
45	O=C1C=CC[C@H](/C=C/C[C@@H](O)C[C@H](O)CCc2ccccc2)O1	.	-18
46	Clc1ccc(N2COC3c4cccc5cccc(c45)C32)cc1 (centres undefined)	.	4
47	CCCCN(CC)C(=O)/C=C/c1cccc([N+](=O)[O-])c1	.	-10
48	COc1ccc(NC(=O)C2CCCN(S(=O)(=O)c3ccc4c(c3)oc(=O)n4C)C2)c(OC)c1 (centres undefined)	.	0
49	O=C(CSc1nc(-c2ccccc2)c(-c2ccccc2)o1)N1CCOCC1	-35	-6
50	CCOC(=O)Cc1csc(NC(=O)c2ccncc2)n1	.	1
51	Cc1ccc(S(=O)(=O)N(CC(=O)N2CCCC2)C2CCCCC2)cc1	3	.
52	Nc1nc(C23CC4CC(CC(C4)C2)C3)cs1	.	-8
53	Cc1ccc(CN(C(=O)c2csnn2)C(C(=O)NC2CCCC2)c2ccc(C)o2)cc1 (centres undefined)	.	-14
54	COC(=O)CC(C(=O)Nc1cc(C(=O)OC)cc(C(=O)OC)c1)N1CCN(C)CC1 (centres undefined)	-2	.
55	COC(=O)C(Cc1cnc(Cl)s1)(C(=O)OC)c1ccc([N+](=O)[O-])cc1	.	-5
56	Cc1ccc2nc(-c3ccc(O)cc3)c(Nc3ccc4c(c3)OCCO4)n2c1	.	7
57	O=C(NCCCn1ccnc1)c1ccco1	-6	4
58	Cn1c(-c2ccc3c(c2)OCO3)cnc1NC(=O)CCC(=O)NCCc1ccccc1	84*	-6
59	O=C(O)c1ccccc1C(=O)Nc1ccccc1	-4	-7
60	COc1cc2c(cc1OC)C(C(=O)N1CCN(c3ccccc3)CC1)C(c1cccs1)N(C)C2=O (centres undefined)	.	-10

Carrying on.
nr	smiles	RT RNaseH block	RmlC RmlD mix
61	Cc1cccc(NC(=S)N(C)C2(c3ccccc3Cl)CCCCC2=O)c1 (centres undefined)	.	-11
62	CCN(CC)CCCN=Cc1c(O)n(CCc2ccc(F)cc2)c(=O)[nH]c1=O	-3	4
63	CCC(c1nnnn1C(C)(C)C)N(Cc1cccs1)Cc1cc2cc(C)c(C)cc2n2nnnc12 (centres undefined)	.	-8
64	O=C(Nc1cccc(Cl)c1)NC1CCCCC1	-3	12
65	CCCCOc1ccc(C2CC(=O)NC2=O)cc1 (centres undefined)	-4	4
66	Cc1ccc(CN2CCC(C(=O)NCCC(C)C)CC2)o1	-13	-1
67	COc1ccc(CN2CCN(c3ccccc3F)CC2)cc1O	.	-3
68	Cc1[nH]n(-c2ccc(F)cc2)c(=O)c1/C=N/c1sc2c(c1C#N)CCCC2	.	-17
69	CC(=O)c1c(C)n([O-])c2ccc(C)cc2[n+]1=O	26	-39
70	COC(C(=O)Nc1ccc(S(=O)(=O)N2CCCCC2)cc1)c1ccccc1 (centres undefined)	.	3
71	CCc1cccc(NC(=O)CS(=O)Cc2nc(-c3ccc(C)cc3)oc2C)c1 (centres undefined)	-23	14
72	O=C(O)C1C2CCC(C2)C1C(=O)NCCCn1ccnc1 (centres undefined)	-8	7
73	O=C(Nc1cccnc1)c1cc(-c2ccc3c(c2)OCO3)on1	-11	-13
74	CNC(=O)CSc1nnc(-c2ccc(S(=O)(=O)N3CCCC3)cc2)n1-c1cccc(C)c1C	-4	-9
75	CC1=C(C(=O)Nc2ccccn2)C(c2ccc(F)cc2)n2ncnc2N1 (centres undefined)	-11	9
76	O=C(CSc1nnc(-c2ccccn2)n1Cc1ccccc1)N1CCCC1	-2	-14
77	COCCn1nnnc1C(c1ccccc1Cl)N1CCN(c2ccccc2OC)CC1 (centres undefined)	-12	-2
78	CC(C)(C)OC(=O)CN1C(=O)C(Sc2n[nH]c(-c3ccccc3)n2)CCc2ccccc21 (centres undefined)	.	1
79	O=C1c2cc(Cl)ccc2OC2(CCNCC2)C12CC(c1ccc(Cl)cc1)=NO2 (centres undefined)	.	50
80	COc1ccc(CN2C3CCCC2CC(NC(=O)Nc2ccccc2C)C3)cc1 (centres undefined)	.	-11

The closing 3 compounds of the section before open the next one:
78: CC(C)(C)OC(=O)CN1C(=O)C(Sc2n[nH]c(-c3ccccc3)n2)CCc2ccccc21 (centres undefined)
79: O=C1c2cc(Cl)ccc2OC2(CCNCC2)C12CC(c1ccc(Cl)cc1)=NO2 (centres undefined)
80: COc1ccc(CN2C3CCCC2CC(NC(=O)Nc2ccccc2C)C3)cc1 (centres undefined)
81: COC(=O)CNC(=O)CN1C(=O)N(c2cccc(Cl)c2)C(N(O)C(=O)Nc2cccc(Cl)c2)C1(C)C (centres undefined)
82: Cc1cccc(NC2=NCC(=O)N2Cc2ccccc2)c1
83: CCCCCOC(=O)CSc1nc2c(c(=O)[nH]c(=O)n2C)n1CCc1ccccc1
84: CCc1[nH]nc2c1C1(CCN(C(=O)c3ccccc3)CC1)C(C#N)=C(N)O2
85: COc1ccc(CCNC(=O)c2c(O)c3cccc4c3n(c2=O)CC4)cc1OC
86: COc1cc(OC)nc(NC(=O)CS(=O)(=O)c2ccccc2)n1
87: CC#CCN1c2ccccc2[C@]23C[C@@H](C(=O)OC)N=C2NC(C(=O)OC)=C(C(=O)OC)[C@H]13
88: Fc1ccc(-c2csc3nnc(SCc4cccnc4)n23)cc1
89: O=C(NCc1ccccc1)C1C(=O)N(Cc2ccccc2)C(=O)C1C1(O)CCCC1 (centres undefined)
90: CCN(CC)CCN1C(=O)C(=O)/C(=C(/O)c2ccc(OC)c(OC)c2)C1c1ccccn1 (centres undefined)

compound no.	78	79	80	81	82	83	84	85	86	87	88	89	90
RT RNaseH block	.	.	.	.	-4	33	13	-10	-10	.	-12	1	5
RmlC RmlD mix	1	50	-11	3	-2	8	3	-9	3	-2	-15	6	0

91: O=S(=O)(c1ccccc1)N1CCN(c2ncccn2)CC1
92: CC(C)c1ccc2oc3nc(N)c(C(=O)O)cc3c(=O)c2c1
93: COc1ccc(Cn2cnc3sccc3c2=O)cc1
94: O=C(Nc1ccc(N2CCN(C(=O)c3ccco3)CC2)cc1)c1ccccc1F
95: COCCNC(=O)c1cc2cc(Br)cc(OC)c2oc1=O
96: Cc1nc(-c2cccc(S(=O)(=O)N3CC(C)OC(C)C3)c2)cs1 (centres undefined)
97: C=CCn1c(SCCN2CCCCC2)nc2c1c(=O)[nH]c(=O)n2C
98: Cc1ccc2[nH]c(C(=O)O)c(-c3ccccc3)c2c1
99: CCN1C(=O)c2cccc3c(S(=O)(=O)Nc4nc(C)cs4)ccc1c23
100: C=CCn1c(O)c(C(C)=Nc2ccc(C(=O)OCC)cc2)c(=O)[nH]c1=O

compound no.	91	92	93	94	95	96	97	98	99	100
RT RNaseH block	.	.	.	-16	-10	-11	-10	-8	-6	0
RmlC RmlD mix	-17	-16	6	6	-7	5	-5	-18	1	-6

101: CCNCc1nc2cc(OC)c(OC)cc2c(=O)[nH]1
102: COC(=O)c1ccc(N=C2S/C(=C\c3cc(C)n(-c4cccnc4)c3C)C(=O)N2C)cc1
103: CCc1ccc(C(=O)c2cnc3ccc(OC)cc3c2N2CCN(CC)CC2)cc1
104: COC(=O)c1ccccc1NC(=O)NCc1ccc2c(c1)OCO2
105: CC1Oc2ccccc2N(CC(=O)c2cccc(Cl)c2)C1=O (centres undefined)
106: O=C(CSCc1ccc(Cl)cc1)N1CCCCC1
107: COC(=O)COc1ccc(NC(=O)C2CCCO2)cc1 (centres undefined)
108: CN(C[C@H](Cc1ccccc1)N(C[C@H](Cc1ccccc1)N(CC1(c2ccccc2)CC1)N=O)N=O)N=O
109: CCN1C(c2ccc(F)cc2)=CS/C1=C(\C#N)c1nnc2n1-c1ccccc1SC2
110: CCOC(=O)c1ccc(NCc2nc3ccccc3n2C)cc1

compound no.	101	102	103	104	105	106	107	108	109	110
RT RNaseH block	.	.	.	-58	-10	.	-12	.	-6	.
RmlC RmlD mix	-27	-11	14	-15	5	6	5	-9	-1	5

111: CCCC(=O)NC(NC(=S)Nc1c(C)n(C)n(-c2ccccc2)c1=O)C(Cl)(Cl)Cl (centres undefined)
112: Cn1cc(SCC(N)=O)c2ccccc21
113: O=C(c1nn2cccnc2c1Cl)N1CCN(c2ccccc2)CC1
114: CCCn1c(SCC(=O)NCCc2ccc(OC)c(OC)c2)nc2c1c(=O)n(C)c(=O)n2C
115: O=C(Cc1cccs1)Nc1nncs1
116: O=[n+]1c2c(n([O-])c3c1CCCC3)CCCCC2
117: Cc1nn(-c2ccccc2)c(C)c1/C=N\NS(=O)(=O)c1ccc(Cl)cc1
118: CN(C)CCCN(C(=O)c1cccs1)c1nc(-c2ccccc2)cs1
119: Cc1ccc(N2C(=O)C3C(c4ccccc4)(C2=O)C3(c2ccccc2)c2ccccc2)cc1 (centres undefined)

compound no.	111	112	113	114	115	116	117	118	119
RT RNaseH block	.	.	-4	3	7	-4	.	-3	.
RmlC RmlD mix	-5	6	5	-9	-10	-1	12	-1	-8
